PAX8 inh HTS – inhibitors of PAX8-driven TPO luciferase reporter, primary screen, RMG-I cells, single concentration. 1.2% of 360,000 active. SteadyGlo, 24 h. inhibition, % at 12.6 µM. AID 652154, 2013;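 active = mean replicate inhibition at least 60% with every replicate also reaching 60%; inconclusive = only one of the two criteria is met; inactive = mean below 60% and not all replicates reaching 60%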;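 note: luciferase light reporting Pax8 driven TPO promoter activity; plate controls were median of neutral control wells for no effect and mitoxantrone controls for full effect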
Xi reactivation – activators of inactive X chromosome reactivation, primary screen, imaging, XiGFP fibroblasts, GFP high-content imaging, set 2; activation, % at 7.58 µM; 0.055% of 360,000 active; XiGFP mouse fibroblasts, % GFP-positive cells imaging, 3 d; cells co-treated with 5-aza-dC sensitizer; scaled so ellipticine positive control = 100%; AID 743238, 2013;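 active = mean normalized replicate activation at least 10% and every replicate at or above 10%; inconclusive = only one of the two criteria met; inactive = mean below 10% and not all replicates reach 10%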;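 note: 0% = median of on-plate neutral control wells and 100% = ellipticine 6 µM median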
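assay system = SV40-immortalized XiGFP fibroblast cells, line 68-5-11 | buffer or medium = DMEM plus 5-aza-dC sensitizer | doses = single-point pinned compound dosing | times = 3-day compound exposure, then 15 min fixation at room temperature | benchmarks = positive control ellipticine, 6 µM final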
ERp5 inh – inhibitors of ERp5-driven insulin aggregation, primary screen, biochemical, turbidity, absorbance 650 nm, single point. AID 651711, 2012. 90 min. Protein disulfide-isomerase A6 (Homo sapiens), Q15084. 0.05% of 350,000 active. inhibition, % at 9.99 µM;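 active = mean replicate inhibition above about 25%, with every replicate also reaching it, limit read from the data, passing the limit was not always enough; inconclusive = only one of those two criteria met; inactive = neither criterion met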
Target sequence (Q15084 whole entry, looked up): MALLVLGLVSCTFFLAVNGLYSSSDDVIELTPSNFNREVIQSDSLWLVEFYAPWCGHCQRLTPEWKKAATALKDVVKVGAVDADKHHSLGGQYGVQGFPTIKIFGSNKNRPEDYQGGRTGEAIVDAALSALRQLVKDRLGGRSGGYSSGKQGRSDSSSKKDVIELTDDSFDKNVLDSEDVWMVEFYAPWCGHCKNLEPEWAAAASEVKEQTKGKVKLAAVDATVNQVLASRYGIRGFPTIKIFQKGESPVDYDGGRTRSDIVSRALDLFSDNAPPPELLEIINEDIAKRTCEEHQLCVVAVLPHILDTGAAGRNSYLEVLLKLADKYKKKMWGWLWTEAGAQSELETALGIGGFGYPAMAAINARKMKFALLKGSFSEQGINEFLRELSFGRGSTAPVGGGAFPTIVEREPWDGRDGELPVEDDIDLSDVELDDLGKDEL
F508del corr – F508del CFTR correction, initial screen, CFBE line, single point. CFBE cells, YFP halide quenching; stimulated with forskolin plus potentiator P3; % fluorescence drop versus neutral controls. activity (quench increase), % at 7.58 µM. AID 720511, 2013. 0.36% of 350,000 active;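 active = mean added fluorescence quench of at least 8% versus neutral control, with both replicates also reaching 8%; inconclusive = only one of the mean or replicate conditions met; inactive = mean below 8% and not both replicates reaching 8%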;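 note: cells transiently co-express mutant CFTR-F508del with the halide-sensitive YFP; corrector assay measuring rescue of mutant channel to the surface after 24 h compound exposure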
ARNT TACC3 PPI – disruptors of ARNT/TACC3 protein interaction, primary screen, biochemical, AlphaScreen, single concentration; Transforming acidic coiled-coil-containing protein 3 (Homo sapiens), Q9Y6A5; 0.66% of 390,000 active; inhibition, % at 9.99 µM; AlphaScreen His-ARNT PAS-B/GST-TACC3 binding, luminescence; TACC3 fragment carries E629A point mutation;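 active = mean inhibition of replicates at least 50% and at least half of replicates each reaching 50%; inconclusive = half or more replicates reach 50% but mean below 50%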;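 note: 0% = complete ARNT plus TACC3 wells and 100% = ARNT alone without TACC3; many hits fall short of the cut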
GSIS activator – GLuc luminescence reporter in INS-1E cells, primary screen for activators of glucose-dependent secretion of insulin | INS-1E GLuc reporter insulin secretion, 2-3 h | activation, % at 16.6 µM | 0.61% of 370,000 active | AID 743287, 2014;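 active = lowest replicate activation of at least 40%, so every replicate reaches that level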;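 note: 0% = median of neutral control wells and 100% = median of IBMX positive control wells; some compounds called inactive have numbers as strong as hits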
EWS-Fli inh – EWS/Fli-driven NR0B1 reporter inhibitors, primary screen, A673 cells, NR0B1 luciferase, luminescence, MLPCN library; viability-normalised; inhibition, % at 12.6 µM; 0.67% of 350,000 active; AID 651661, 2012;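 active = mean inhibition of at least 50% after viability correction, with every replicate also passing that limit; inconclusive = mean reaches 50% but only one of two replicates passes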;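 note: firefly luciferase signal divided by Alamar Blue viability fluorescence both relative to DMSO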
DENV2 CPE – inhibitors of DENV2 cytopathic effect, primary screen, cell-based, plate reader, single concentration; DENV2-infected cells, cytopathic effect rescue; CPE inhibition, % at 9.99 µM; 1.7% of 350,000 active; AID 651640, 2012; in the data active = CPE inhibition above about 20%, passing the limit was not always enough; inconclusive = no clear call, values can overlap the other calls; tested in BHK-21 cells;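 note: 0% = median of neutral control wells and 100% = median of positive control wells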
* marks the source's active call; other numbers are inactive results; ? = inconclusive; · = not tested or not shown; & = joins results of further samples.

structure	ERp5 inh	EWS-Fli inh	Xi reactivation	DENV2 CPE	GSIS activator	PAX8 inh HTS	ARNT TACC3 PPI	F508del corr
COc1ccc(C(=O)OCC(=O)c2ccc(Br)s2)c(OC)c1	-3.0	8.5	0.2	2.2	1.2	-22.0	-1.4	1.8
NNC(=O)c1cccnc1Oc1ccccc1	1.3	8.7	0.1	2.4	43.8*	0.6	-6.0	-1.8
O=C(NCc1ccco1)C1CCCCC1	1.4	5.1	0.0	·	0.0	-7.0	4.7	2.4
CC(=O)NS(=O)(=O)c1ccc(NC(=O)c2cccc3ccccc23)cc1	5.0	10.7	-0.1	8.6	1.5	9.3	-3.5	0.3
CN1CCN(C(=O)C[C@@H]2CC[C@H]3[C@@H](COC[C@@H](O)CN3CC3CC3)O2)CC1	-3.0	7.1	0.1	16.3	11.7	-24.3	-6.1	0.6
COc1cccc(C(c2nnnn2C2CCCCC2)N2CCN(C/C=C/c3ccccc3)CC2)c1OC (stereo not drawn)	-3.5	13.2	0.0	-1.3	-22.6	16.2	·	-0.3
CCOc1ncccc1C(=O)NCCc1ccc(S(N)(=O)=O)cc1	0.8	-1.6	0.0	1.3	12.6	-7.2	-7.5	3.0
O=C(C(=O)N1CCN(S(=O)(=O)c2cccc3ccccc23)CC1)c1cccc(C(F)(F)F)c1	0.6	4.3	0.0	5.5	-26.1	14.0	·	2.1
O=C(c1ccco1)N1CCN(Cc2ccc(Br)cc2)CC1	4.7	10.7	0.2	6.2	-1.2	-8.2	-1.2	2.2
COc1ccc(N2CCN(C(C)C(=O)Nc3nnc(C)s3)CC2)cc1 (stereo not drawn)	5.4	4.4	0.1	·	-10.3	5.6	0.7	-2.2
COc1ccccc1CN(C)C[C@@H]1OCc2cnnn2CCCC(=O)N([C@@H](C)CO)C[C@H]1C	-7.1&-1.4	4.2&0.2&6.3	-0.1&-0.5	-9.2&2.7	0.9&-5.7	-17.6&-0.3&3.1	-14.6	-4.0&-3.5&3.9
Cc1ccc(S(=O)(=O)Nc2cccc(C(=O)N3CCOCC3)c2)cc1	-0.3	-2.2	0.1	9.8	6.5	-0.2	·	-0.5
Cn1cc(CC(=O)NCCN2CCOCC2)c2ccccc21	-4.0	-3.8	-0.1	9.8	-0.5	17.3	5.8	-1.4
C/C(CCC(C)C)=N\NC(=S)Nc1cc(S(=O)(=O)N2CCOCC2)ccc1N1CCOCC1	1.2	13.0	0.2	-15.7	-6.1	1.9	-9.5	1.6
Cc1ccccc1C1CC(c2ccccc2)Nc2ncnn21 (stereo not drawn)	0.7	-7.2	0.3	-3.2	16.0	-7.2	-2.8	2.1
CC=Cc1ccc2n(c1=O)C[C@@H]1[C@@H](CO)[C@H](C(=O)NC3CCCCC3)N(C(=O)C3CC3)[C@H]21 (mixture of isomers)	-1.8	4.4	0.1	4.4	-4.2	·	14.3	·
CCCC(=O)Nc1ccc2c(c1)C(=O)N(C)C[C@@H](OC)[C@H](C)CN(C(=O)c1ccccc1F)[C@@H](C)CO2	2.1	-2.7	0.2	43.5*	-4.3	·	-4.6	-1.9
Cc1cccc2sc(NC(=O)CN3C(=O)NC4(CCCC4)C3=O)nc12	-11.6	-0.6	-0.1	5.6	-24.2	8.1	-3.9	0.6
O=C(Cc1c[nH]c2ccccc12)Nc1ccc(Nc2cccnc2)c(-c2ccc(-c3ccccc3)cc2F)c1	0.4	12.7	0.0	-2.1	-2.5	20.4	·	-4.7
Cc1ccc(S(=O)(=O)N2C(c3cccc(Cl)c3)CC=C(C(=O)O)C2c2cccc(Cl)c2)cc1 (stereo not drawn)	-6.2	-5.3	0.3	-0.4	-35.5	-18.9	·	3.6
COc1ccc(S(=O)(=O)N(C)C[C@H]2Oc3ccc(NC(=O)Nc4c(C)noc4C)cc3C(=O)N([C@@H](C)CO)C[C@@H]2C)cc1	1.8	-6.1	0.1	6.0	4.2	·	-8.8	2.0
C[C@@H]1CN([C@H](C)CO)C(=O)c2cc(NC(=O)CCCN(C)C)ccc2O[C@@H]1CN(C)S(=O)(=O)c1ccccc1	0.9	5.4	0.1	-8.7	9.3	-2.9	·	-1.7
Cc1cccnc1NC(=O)CCCNC(=O)c1ccc(Cl)cc1	5.6	4.7	-0.1	-11.2	4.1	-17.0	-5.3	2.4
CC(=O)c1ccc(OCc2cc(=O)n3ccsc3n2)cc1	·	·	0.3	·	5.7	-105.1	-16.5	·
COc1cc(C2C(C#N)=C(N)OC3=C2C(=O)CCC3)ccc1OC(=O)N1CCOCC1 (stereo not drawn)	2.5	·	·	4.1	7.1	·	5.4	·
COc1ccccc1CCNC(=O)/C(=C/c1cccnc1)NC(=O)c1ccccc1	2.3	1.9	0.0	-5.5	-5.0	-21.2	-4.8	4.1
Cc1ccc(C(=O)N2CCN(S(=O)(=O)N3CCCCCC3)CC2)cc1	0.0	-1.7	0.2	13.6	20.6	16.8	0.7	1.6
Cc1ccc(S(=O)(=O)N2CCN(C(=O)N3CCOCC3)CC2)cc1C	-0.2	13.4	0.1	-2.7	-0.5	16.5	0.1	0.6
COCc1cc(=O)n2[nH]c(C)c(-c3ccc(Cl)cc3)c2n1	-6.5	-20.3	0.1	-7.5	14.7	6.1	·	-5.4
O=C(/C=C/c1ccc(Cl)cc1Cl)NC(=S)Nc1ccc(CN2CCOCC2)cc1	-0.2	6.4	0.0	-13.9	-2.5	34.4	-4.1	-1.7
COCC#Cc1ccc2c(c1)O[C@H](CN(C)C)[C@H](C)CN([C@@H](C)CO)S2(=O)=O	9.8	6.8	-0.6	-2.4	35.3	-8.9	-8.0	-2.1
C=C(C)CSc1nc2sc3c(c2c(=O)n1C1CCCCC1)CCN(C)C3	-7.1	11.3	0.0	9.5	-36.4	0.3	5.5	1.3
CC1CCCCN1CC(=O)c1c[nH]c2ccccc12 (stereo not drawn)	2.1	-6.8	0.0	2.9	10.2	10.2	-1.4	-1.7
O=C(c1ccccc1)N1CC(=O)N2[C@H](C1)[C@@H](c1ccc(-c3ccccc3)cc1)[C@@H]2CO	-3.5	-0.2	0.0	-3.9	-9.4	·	·	1.5
O=C1NC[C@H](Cc2ccc(O)cc2)N(C[C@H]2CCCN2C[C@H](Cc2ccccc2)N2C[C@H](Cc3ccccc3)N(CCc3ccccc3)C(=O)C2=O)C1=O	-4.5	2.2	0.0	14.1	2.3	-4.4	·	1.0
C[C@H]1CN([C@@H](C)CO)C(=O)c2cc(-c3ccncc3)cnc2O[C@@H]1CN(C)S(=O)(=O)c1ccccc1	-3.5	-4.7	0.2	?	-3.8	9.5	12.0	-5.1
O=C(O)c1c2c(nc3ccc(S(=O)(=O)N4CCC(C(=O)N5CCCCC5)CC4)cc13)CCCC2	2.2	-9.8	0.2	?	·	19.0	-1.2	-4.5
CO[C@@H]1CN(C)C(=O)c2cc(NS(=O)(=O)c3ccc(Cl)cc3)ccc2OC[C@@H](C)N(C(=O)NC(C)C)C[C@@H]1C	·	-4.8	0.3	·	2.3	·	·	0.5
Nc1cc(Cl)ccc1C(=O)OCC(=O)NC1CCCCC1	-0.3	1.0	0.0	-6.8	1.6	-1.5	-18.8	1.2
CCOC(=O)C1CCCN(C(=O)c2cccc(S(=O)(=O)NCc3ccccc3)c2)C1 (stereo not drawn)	1.0	2.7	0.5	0.3	-3.6	-8.3	·	-1.5
CC(C)CC#Cc1ccc([C@@H]2[C@H](CO)N3C(=O)CN(C(=O)c4ccccn4)C[C@@H]23)cc1	-2.6	15.9	0.0	0.9	-3.7	·	·	0.5
C[C@H]1CN([C@@H](C)CO)C(=O)Cc2cc(NS(C)(=O)=O)ccc2O[C@@H]1CN(C)C(=O)Nc1cccc2ccccc12	-10.4	·	0.4	4.5	-4.9	25.8	-10.3	-0.3
CCOC(=O)CSc1ccc2nnc(-c3ccncc3)n2n1	-9.3	6.0	0.2	-6.2	0.0	9.0	0.4	0.3
CCn1cc(CN2CCC(n3nccc3NC(=O)CCOc3ccccc3)CC2)cn1	2.6	0.1	0.2	11.2	34.7	0.7	-3.3	1.3
COc1ccc(S(=O)(=O)N2CCOCC2)cc1NC(=O)c1cc(C)oc1C	-1.4	-5.3	0.0	7.5	26.0	4.6	6.1	2.2
Cc1cc(Cl)ccc1OCC(=O)NNC(=O)c1ccco1	0.0	·	-0.1	18.2	5.3	8.0	·	2.3
C[C@@H]1CN([C@@H](C)CO)C(=O)c2cc(NC(=O)NC3CCCCC3)ccc2O[C@@H](C)CCCCO[C@@H]1CN(C)S(=O)(=O)c1cccs1	·	9.8	0.0	-10.7	-0.2	-0.4	11.0	2.0
COc1ccc(CCNC(=O)C(=O)NCC2OCCN2C(=O)c2ccc(Cl)cc2)cc1 (stereo not drawn)	0.6	·	0.0	0.0	4.0	-2.7	-1.8	-0.3
O=C1CC(N2CCC(c3nc4ccccc4[nH]3)CC2)C(=O)N1c1ccccc1F (stereo not drawn)	-2.1	-1.0	0.0	5.4	14.8	2.6	7.0	-0.5
CC1(C)C2CCC(C2)C1(C)NC(=O)C[N+](C)(C)C (stereo not drawn)	4.3	9.8	-0.1	3.1	-2.7	-6.2	-0.8	0.5

Next part:
structure	ERp5 inh	EWS-Fli inh	Xi reactivation	DENV2 CPE	GSIS activator	PAX8 inh HTS	ARNT TACC3 PPI	F508del corr
CNCCCOc1ccc(C)cc1OC	2.4	-48.1	0.0	-6.0	10.2	21.3	1.0	4.2
FC(F)(F)c1ccccc1NC1=NCCC1	7.0	-4.7	0.1	6.6	-7.8	9.9	-4.2	-2.2
COC(=O)c1ccc(COc2cccc3c2CCN(Cc2cccc(C)c2)C3=O)o1	-6.3	6.4	0.1	·	-4.0	-12.4	4.1	·
COC(=O)C[C@H]1C=C[C@@H](NC(=O)c2ccccc2)[C@H](CO)O1	-1.9	13.2	0.0	-10.0	0.8	-12.8	-10.9	-1.1
COc1ccc(CNC(=O)C[C@H]2CC[C@H](NS(=O)(=O)c3cccc(OC)c3)[C@H](CO)O2)cc1	-4.2	13.0	-0.4	1.6	-3.0	·	13.4	0.5
COC(=O)c1cn(C(=O)c2cc(OC)c(OC)c(OC)c2)c2ccccc12	1.9	0.9	0.3	4.4	8.1	-10.9	-8.6	-1.9
COCC#Cc1cnc2c(c1)C(=O)N([C@@H](C)CO)C[C@H](C)[C@H](CN(C)Cc1ccc3c(c1)OCO3)O2	6.2	-15.6	-0.8	-4.3	9.2	-15.7	-10.7	-2.4
C=CCN(CC=C)C(=O)c1cccc(OC2CCN(CC(C)(C)C)CC2)c1	1.9	12.0	0.3	-0.6	-8.1	10.4	4.8	4.4

Source: PubChem (Broad Institute)
